# TexasRed fluor: alters Texas Red total fluorescence, flagging assay interference. TRb/SRC2 Texas Red total fluorescence interference. Potency, µM (top dose mostly 106 µM), inactives show at the highest dose fluorescence change, negative = quenching. hit rate 0.29% among 280,000. AID 1479; active means well fitted curve in either direction with a large enough effect; inconclusive means small, poorly fitted or top-dose-only effect; further: potency means the concentration at half of the fitted maximal effect; on the % scale 0 is the no-effect control and ±100 the full control effect
#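 Human TRb ligand-binding domain at 0.6 uM with 20 nM Texas Red SRC2 peptide in Tris buffer containing 1 uM T3 and 5% DMSO, incubated with compound 5 h at ambient temperature. Total fluorescence (555/632 nm) calculated as parallel + 2 × perpendicular.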
# Epigenetic reg: regulators of epigenetic silencing causing reporter derepression in mouse cells | hit rate 0.2% among 280,000 | Potency, µM (doses to about 53.9 µM), inactives show top-dose GFP activation, usual class: activators | murine LDR cells, GFP reporter derepression, 30 h | AID 1865; further: potency means the concentration at half of the fitted maximal effect; % of control where 0% means no effect; nearly all actives have a fitted effect of over 60% in size
#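 Reporter derepression read as number of fluorescent GFP-positive objects, 20-120 um in size, counted by laser-scanning cytometer. Mouse LDR line with an epigenetically silenced CMV-GFP locus; compound incubation 30 h, 37 C.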
# TRb-SRC2 inh: disrupts binding of human TR beta to SRC2; P10828; TRbeta-SRC2 peptide binding, fluorescence polarization; receptor liganded with 1 µM T3; Potency, µM (highest dose often 106 µM), inactives show top-dose activity change, negative = inhibition, actives largely listed as inhibitors; hit rate 0.065% among 280,000;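 further: potency means the concentration at half of the fitted maximal effect; plate controls were bound peptide for no effect and peptide without receptor for full effect; nearly all actives have a fitted effect of over 50% in size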
# Target sequence (P10828 whole entry, looked up): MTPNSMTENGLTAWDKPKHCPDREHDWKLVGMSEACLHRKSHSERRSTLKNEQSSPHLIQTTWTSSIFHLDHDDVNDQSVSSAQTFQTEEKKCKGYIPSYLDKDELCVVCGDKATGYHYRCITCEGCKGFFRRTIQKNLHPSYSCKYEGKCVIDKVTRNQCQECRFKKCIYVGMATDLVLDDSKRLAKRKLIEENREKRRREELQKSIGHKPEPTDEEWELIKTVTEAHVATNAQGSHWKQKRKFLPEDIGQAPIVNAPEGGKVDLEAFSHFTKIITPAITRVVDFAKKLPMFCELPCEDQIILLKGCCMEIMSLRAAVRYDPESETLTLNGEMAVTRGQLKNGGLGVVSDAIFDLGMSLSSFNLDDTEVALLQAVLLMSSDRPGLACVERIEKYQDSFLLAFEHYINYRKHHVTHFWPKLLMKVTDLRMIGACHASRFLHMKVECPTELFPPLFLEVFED
#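 Assay buffer: 20 mM Tris-HCl, 100 mM NaCl, 10% glycerol, 1 mM EDTA, 0.01% NP-40, 1 mM DTT, 1 uM T3, 5% DMSO; TRb LBD 0.6 uM, Texas Red SRC2 20 nM; FP after 5 hr.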
# NPSR antag: neuropeptide S receptor (human) antagonism, cAMP; Q6W5P4; CHO-NPSR cells, cAMP TR-FRET, antagonist mode; Potency, µM (titrated, usually from 38.3 µM), for inactives: top-dose activity change, negative = inhibition, actives largely listed as inhibitors; hit rate 1% among 220,000; AID 1461; further: potency means the concentration at half of the fitted maximal effect; on the % scale 0 is the no-effect control and ±100 the full control effect; nearly all actives have a fitted effect of over 50% in size; many of its hits are not listed in these tables
# GLA spleen mod: inhibitors or activators of human alpha-galactosidase in spleen homogenate; P06280; human spleen homogenate, 4MU-alpha-Gal fluorescence, 40 min; Potency, µM (top dose mostly 80 µM), inactives show at the highest dose activity change, negative = inhibition, hits mostly inhibitors; hit rate 0.008% among 240,000; AID 2107;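 further: potency means the concentration at half of the fitted maximal effect; 0% = enzyme with vehicle and -100% = no enzyme basal signal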
#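 Fluorogenic readout (Ex 365/Em 440 nm) of 4-methylumbelliferone released from 1 mM 4-MU-alpha-galactoside by spleen homogenate, 40 min at 37C, pH 5.0. Data normalized to no-enzyme and enzyme controls; Hill-equation AC50 from compound titrations.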
# CBFb RUNX1 block: inhibitors of human CBF-beta and RUNX1 interaction; Q01196+Q13951; Potency, µM (series often up to 59.8 µM), inactives show at the top dose activity, negative = inhibition, hits mostly inhibitors; AlphaScreen CBFb-His/RUNX1-biotin binding, biochemical; AID 1477; 230,000 tested, under 10 active; further: % of control where 0% means no effect
# Target sequence (Q01196 whole entry, looked up): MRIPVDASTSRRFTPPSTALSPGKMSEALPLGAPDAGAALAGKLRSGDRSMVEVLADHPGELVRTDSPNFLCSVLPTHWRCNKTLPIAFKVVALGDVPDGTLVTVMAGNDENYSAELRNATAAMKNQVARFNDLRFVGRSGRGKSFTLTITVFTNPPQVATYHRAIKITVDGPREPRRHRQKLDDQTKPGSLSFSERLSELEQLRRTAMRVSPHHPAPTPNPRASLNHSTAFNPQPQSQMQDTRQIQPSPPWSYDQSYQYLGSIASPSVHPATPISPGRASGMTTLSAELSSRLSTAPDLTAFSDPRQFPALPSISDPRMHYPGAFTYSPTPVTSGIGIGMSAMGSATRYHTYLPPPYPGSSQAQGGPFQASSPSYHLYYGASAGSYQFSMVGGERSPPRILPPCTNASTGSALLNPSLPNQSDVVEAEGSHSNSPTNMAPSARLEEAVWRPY
# Target sequence (Q13951 whole entry, looked up): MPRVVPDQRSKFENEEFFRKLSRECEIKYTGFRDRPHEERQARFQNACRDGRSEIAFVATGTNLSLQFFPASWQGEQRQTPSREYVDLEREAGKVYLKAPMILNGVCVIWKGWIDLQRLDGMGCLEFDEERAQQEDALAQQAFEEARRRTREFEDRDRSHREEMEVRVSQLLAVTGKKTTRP
#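 Read-out: AlphaScreen. Format: His-CBF-beta with biotinylated RUNX1 (30 nM each) preincubated 20 min, compound 15 min, Ni-chelate plus streptavidin beads 90 min; room temperature throughout.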
# Tau fluor counter: counter-screen for tau fibril formation inhibitors | tau K18 P301L (four-repeat tau fragment) Alexa594 fluorescence, heparin fibrillization | Potency, µM (doses to about 57.7 µM), for the others: top-dose activity change, negative = decrease | hit rate 0.93% among 280,000 | AID 1463; further: potency means the concentration at half of the fitted maximal effect; on the % scale 0 is the no-effect control and ±100 the full control effect; nearly all actives have a fitted effect of over 55% in size
#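 Human K18 P301L tau (15 uM unlabeled plus 0.24 uM Alexa 594-labeled, final) in 100 mM sodium acetate pH 7 was mixed with compound and 20 uM heparin and incubated 6 hr at 37 C.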
# Tau fibril FP: inhibitors of human tau fibril formation; Potency, µM (doses to about 57.7 µM), for the others: at the top dose activity, negative = inhibition, usual class: inhibitors; hit rate 0.39% among 280,000; P10636; K18 P301L tau heparin fibrillization, Alexa594 FP, 6 h; AID 1468; further: potency means the concentration at half of the fitted maximal effect; on the % scale 0 is the no-effect control and ±100 the full control effect; nearly all actives have a fitted effect of over 55% in size
#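 K18 P301L tau (15 uM unlabeled/0.24 uM Alexa 594-labeled, final) + compound + heparin 20 uM final; 100 mM NaOAc pH 7; 6 hr 37 C; ThT 30 uM final added, 1 hr RT; FP ex 555/em 632 nm.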
# An asterisk follows results filed as active; ? = inconclusive; / = no result given; [ ] = another dose, or the depositor's remark. Unless noted, the call rests on the fitted dose curve; in most records, active means well fitted curve in the direction sought with a large enough effect; inconclusive means small, poorly fitted or top-dose-only effect, or another doubt; inactive means no such curve, though single readings can be large; an effect the other way counts as inactive or inconclusive. Some of the compounds tested; rates above refer to the full screens.
1) COCCn1nnnc1C(c1cccc(C(F)(F)F)c1)N1CCN(Cc2ccccc2)CC1 (stereo unspecified)
2) Cc1cccc(C(C)C)c1NC(=O)C1CCCN1S(=O)(=O)c1cccc2nsnc12 (stereo unspecified)
3) CCN(CC)C(=O)COC(=O)c1ccc(O)cc1
4) C=CCNC(=S)Nc1ccc(F)cc1F
5) C=CCN(C(C)=O)C1CC(=O)N(c2ccc(OCCC)cc2)C1=O (stereo unspecified)
6) O=c1cc(CN2CCc3ccccc32)c2ccc(O)cc2o1
7) O=C(NCCOC(=O)c1ccc(Cl)c(S(=O)(=O)N2CCCCC2)c1)c1ccncc1
8) Cc1ccnc(NC(=O)c2ccc3c(c2)OCO3)c1
Screen / compound no.,1,2,3,4,5,6,7,8
TexasRed fluor,1%,?,2%,7%,1%,-1%,0%,2%
Epigenetic reg,1.5%,-1.1%,-0.7%,-0.1%,0.8%,1.6%,4.7%,2.9%
TRb-SRC2 inh,-5%,-2%,0%,6%,5%,2%,4%,6%
NPSR antag,-15%[46.1 µM],/,-8%[46.1 µM],11%,-9%[46.1 µM],-13%,-13%[46.1 µM],-2%
GLA spleen mod,4%,/,0%,-2%,2%,21%,-2%,-1%
CBFb RUNX1 block,0%,/,5%,5%,-4%,-16%,-10%,-1%
Tau fluor counter,-8%,-4%,-1%,-8%,-1%,?,-7%,-9%
Tau fibril FP,11%,-5%,1%,-11%,-1%,-2%,0%,-8%

9) CCc1cccc(NC(=O)Cn2cc3c(n2)CCCC3)c1
10) CC(C)Oc1ccc(C(=O)N2CCN(CCc3ccccn3)CC2)cc1
11) COc1cc(OC)c(NC(=O)Cn2cnc3c(nc4n3CCCCC4)c2=O)cc1Cl
12) CC1Cc2ccccc2N1C(=O)CN(C)S(=O)(=O)c1cccc2cccnc12 (stereo unspecified)
13) COC(=O)Cc1ccc(NC(=O)c2ccc(Br)o2)cc1
14) O=C(NC1CCCCCC1)C1c2ccccc2C(=O)N1Cc1cccs1 (stereo unspecified)
15) O=C(CCC1CCCC1)N1CCC(N2CCN(c3ccccc3)CC2)CC1
16) Cc1nc(-c2ccc3c(c2)OCCO3)cs1
Screen / compound no.,9,10,11,12,13,14,15,16
TexasRed fluor,-3%,-25%,0%,-2%,1%,2%,0%,-4%
Epigenetic reg,0.0%,-3.2%,-0.2%,-5.8%,0.7%,0.0%,0.0%,0.0%
TRb-SRC2 inh,-4%,4%,-2%,-10%,9%,2%,-4%,-5%
NPSR antag,-7%[46.1 µM],/,/,-10%[46.1 µM],-12%[46.1 µM],6%,-13%[46.1 µM],7%
GLA spleen mod,?,/,/,4%,-4%,0%,-4%,0%
CBFb RUNX1 block,4%,/,/,0%,13%,7%,2%,-1%
Tau fluor counter,-5%,8%,-2%,-3%,-1%,4%,-9%,-4%
Tau fibril FP,7%,0%,-1%,8%,0%,-4%,6%,6%

# 4 of the compounds above, with bars between the fields.
nr | structure | TexasRed fluor | Epigenetic reg | TRb-SRC2 inh | NPSR antag | GLA spleen mod | CBFb RUNX1 block | Tau fluor counter | Tau fibril FP
11 | COc1cc(OC)c(NC(=O)Cn2cnc3c(nc4n3CCCCC4)c2=O)cc1Cl | 0% | -0.2% | -2% | / | / | / | -2% | -1%
12 | CC1Cc2ccccc2N1C(=O)CN(C)S(=O)(=O)c1cccc2cccnc12 (stereo unspecified) | -2% | -5.8% | -10% | -10%[46.1 µM] | 4% | 0% | -3% | 8%
13 | COC(=O)Cc1ccc(NC(=O)c2ccc(Br)o2)cc1 | 1% | 0.7% | 9% | -12%[46.1 µM] | -4% | 13% | -1% | 0%
14 | O=C(NC1CCCCCC1)C1c2ccccc2C(=O)N1Cc1cccs1 (stereo unspecified) | 2% | 0.0% | 2% | 6% | 0% | 7% | 4% | -4%

# (continued)
17) CCc1nc(-c2ccc(C)nc2OC)no1
18) COc1ccc(CC(=O)NCc2nc3cccnc3n2Cc2ccc(C)cc2)cc1
19) COc1ccc(CCNC(=O)c2cc(-c3cc(Cl)cc(Cl)c3)oc2C)cc1
20) Cc1ccc(S(=O)(=O)NCC(=O)N2CCCCC2)cc1
21) CCCCCOc1ccc(CSc2ncn[nH]2)cc1
22) Cc1csc2nc(CSc3nc4ccccc4o3)c(Br)n12
23) Cc1ccc(N2C(=O)CN=C2Nc2nc(C)cc(C)n2)cc1
24) CN(C)c1nc(OCCNC(=O)Nc2ccccc2)nc(N2CCOCC2)n1
Screen / compound no.,17,18,19,20,21,22,23,24
TexasRed fluor,-6%,-6%,-4%,1%,-3%,-8%,-4%,-1%
Epigenetic reg,0.0%,0.0%,0.0%,0.7%,-1.0%,0.0%,-0.4%,0.7%
TRb-SRC2 inh,-2%,2%,3%,-1%,-11%,-4%,-4%,-3%
NPSR antag,-1%[46.1 µM],/,0%[46.1 µM],1%[46.1 µM],-4%,-28%[46.1 µM],-2%[7.67 µM],-27%[46.1 µM]
GLA spleen mod,0%,/,0%,-6%,6%,7%,5%,2%
CBFb RUNX1 block,4%,/,4%,1%,0%,-1%,4%,2%
Tau fluor counter,8%,-12%,-7%,-10%,-22%,-18%,9%,-7%
Tau fibril FP,-2%,-6%,-8%,-9%,0%,-1%,2%,1%

25) Cc1nc(Cl)c(C#N)cc1-c1ccccc1
26) Cc1cc2c3c(c1)C1(C(=O)N3C(C)(C)CC2C)C(C#N)=C(N)OC2=C1C(=O)CC(C)(C)C2 (stereo unspecified)
27) O=C(/C=C/c1ccccc1Cl)N(c1ccccn1)C1CCCCC1
28) CCOC(=O)c1cc2c(ccn2C)n1CC(=O)N1CCCC(C)C1 (stereo unspecified)
29) CC(C)c1nc(SCC(=O)Nc2ccc([N+](=O)[O-])cc2Br)n[nH]1
30) Cc1ccc(-c2csc(NC(=O)Cc3ccc(F)cc3)n2)o1
31) Cc1cc(S(=O)(=O)N2CCC(N3CCCCC3)CC2)ccc1-n1cnnn1
32) CCC(C)n1c(=N)c(C#N)cc2c(=O)n3ccccc3nc21 (stereo unspecified)
Screen / compound no.,25,26,27,28,29,30,31,32
TexasRed fluor,-4%,0%,-2%,0%,-1%,-2%,1%,-5%
Epigenetic reg,0.0%,-2.0%,0.0%,-1.1%,-0.5%,?,0.0%,-3.6%
TRb-SRC2 inh,3%,-11%,2%,-8%,6%,-4%,9%,0%
NPSR antag,?,-6%[46.1 µM],-27%[46.1 µM],-6%[46.1 µM],3%,-23%,14%,19%[46.1 µM]
GLA spleen mod,-21%,-3%,6%,-6%,-2%,-4%,2%,-3%
CBFb RUNX1 block,6%,3%,-5%,-1%,-4%,-12%,-10%,10%
Tau fluor counter,5%,1%,-15%,-3%,-9%,?,-8%,2%
Tau fibril FP,-2%,5%,-16%,1%,-5%,-12%,-2%,-1%

33) CCOc1ccc(S(=O)(=O)Nc2nccs2)cc1
34) COc1ccc(N2CC(NC(=O)Cc3cccs3)CC2=O)cc1OC (stereo unspecified)
35) COc1ccc(Cn2c(=O)cc(N)n(-c3ccccc3C)c2=O)cc1
36) N#C/C(=C\c1ccccc1[N+](=O)[O-])c1nc(C2CC2)cs1
37) CCCc1c2ccccc2nc2ccccc12
38) O=C(O)c1ccc(Nc2nc(-c3cccnc3)nc3ccccc23)cc1
39) COc1ccc(/C=C/C(=O)c2oc3ccc(F)cc3c2C)cc1
40) Cc1cc(C)cc(NC(=O)C2CCN(c3nc(C)cc(C)n3)CC2)c1
Screen / compound no.,33,34,35,36,37,38,39,40
TexasRed fluor,-2%,0%,-1%,-2%,-3%,-4%,-7%,-5%
Epigenetic reg,2.5%,7.7%,1.4%,-1.5%,-4.8%,-1.2%,0.1%,3.7%
TRb-SRC2 inh,0%,1%,-3%,-2%,-6%,-1%,-2%,2%
NPSR antag,0%,/,15%[7.67 µM],-22%,-17%,28%,-10%,?
GLA spleen mod,-9%,/,0%,9%,-6%,-11%,13%,8%
CBFb RUNX1 block,0%,/,2%,?,14%,22%,5%,2%
Tau fluor counter,-7%,-2%,-18%,?,1%,8%,-14%,2%
Tau fibril FP,4%,-4%,2%,6%,-9%,-3%,-8%,0%

41) Cc1ccc(-n2c3c(c(=O)[nH]c2=O)C(NC(=O)c2ccccc2F)(C(F)(F)F)C(=O)N3)cc1C (stereo unspecified)
42) COc1ccccc1C1=NOC(C)(c2sc(-c3ccc(Cl)cc3)nc2C)C1 (stereo unspecified)
43) CCc1cc2c(NCCN3CCCCC3)ncnc2s1
44) O=C1CSC(c2ccccc2[N+](=O)[O-])N1c1cccc(F)c1 (stereo unspecified)
45) CN1CC(=O)Nc2cc(C(=O)O)ccc21
46) CCCCCC(=O)N/N=C/c1ccco1
47) Cc1cccc(NC(=O)NNC(=O)c2sccc2-n2cccc2)c1
48) CC(=O)Nc1cccc(C(=O)NCc2ccc3c(c2)CCN3C(=O)c2ccccc2)c1
49) CC(C)(C)NC(=O)Cn1c(-c2nonc2N)nc2ccccc21
50) O=c1c(Cl)c(NCc2ccco2)cnn1C12CC3CC(CC(C3)C1)C2
51) CC(C)c1ccc(N2CC(C(=O)Nc3nccs3)CC2=O)cc1 (stereo unspecified)
Screen / compound no.,41,42,43,44,45,46,47,48,49,50,51
TexasRed fluor,1%,-1%,-2%,0%,-1%,3%,3%,1%,-3%,-8%,-1%
Epigenetic reg,?,2.0%,-6.1%,-2.8%,1.3%,-1.9%,-1.3%,0.8%,-0.2%,1.1%,0.0%
TRb-SRC2 inh,-2%,0%,9%,7%,2%,0%,-7%,0%,-6%,-6%,-4%
NPSR antag,/,-28%,-1%[46.1 µM],-8%,/,11%,-6%,/,17%[46.1 µM],-33%,-2%[46.1 µM]
GLA spleen mod,/,-2%,5%,-6%,/,-3%,0%,/,-8%,-8%,-5%
CBFb RUNX1 block,/,19%,5%,-6%,/,0%,-15%,/,3%,27%,1%
Tau fluor counter,-11%,-8%,-7%,-5%,-17%,-3%,-8%,-9%,-2%,-6%,-8%
Tau fibril FP,?,-8%,0%,-4%,3%,-4%,3%,-9%,2%,0%,2%

# Screening data (PubChem)
